iPSC survival up: enhancers of human iPSC single-cell survival; hiPSC single-cell survival, ATPlite luminescence; 100% = ROCK inhibitor wells, 0% = DMSO; survival enhancement, % at 20 µM; 360,000 tested, 0.044% active; AID 602274; in the data active = survival enhancement above about 18%;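 note: cells exposed to compounds for 16 hours before the ATP read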
NR2E3 ag-1: activates human photoreceptor nuclear receptor NR2E3 | GST-NR2E3/biotin-RetCOR TR-FRET, 1536-well | inhibition of corepressor binding, % at 4.78 µM | 320,000 tested, 0.12% active | AID 2300;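 active = percent inhibition above the cutoff of mean plus 3 SD of all tested compounds, set per screening campaign, cut at about 20% in these data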;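 note: 0% = DMSO wells and 100% = biotin wells as full block of FRET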
Target sequence (Q9Y5X4 whole entry, looked up): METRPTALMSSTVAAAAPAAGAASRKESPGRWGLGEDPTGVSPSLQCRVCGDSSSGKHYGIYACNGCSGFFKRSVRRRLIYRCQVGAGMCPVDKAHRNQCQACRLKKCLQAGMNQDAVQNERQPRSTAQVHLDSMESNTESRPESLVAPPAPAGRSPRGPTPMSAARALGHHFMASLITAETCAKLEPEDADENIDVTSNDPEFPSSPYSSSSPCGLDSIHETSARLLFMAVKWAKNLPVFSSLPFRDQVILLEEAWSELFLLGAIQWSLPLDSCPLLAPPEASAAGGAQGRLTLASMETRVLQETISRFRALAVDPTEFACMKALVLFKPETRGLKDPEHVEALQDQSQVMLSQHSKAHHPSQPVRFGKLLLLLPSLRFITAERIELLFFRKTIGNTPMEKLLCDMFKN
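system = GST-tagged NR2E3 plus biotinylated RetCOR corepressor | input = 1.35 nM GST-NR2E3 | also added = 7 nM biotin-RetCOR | schedule = 5 h incubation at 4 °C | measured by = TR-FRET with europium anti-GST and streptavidin-D2, 340 nm excitation | read-out = percent loss of FRET ratio relative to control wells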
TRPM1 prom inh: reduces MITF-dependent TRPM1 promoter luciferase signal; SK-MEL-5 TRPM1 promoter luciferase, 24 h; inhibition, % at 12.5 µM; 330,000 tested, 0.83% active;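 active = mean inhibition across replicates of 60% or more, whatever share of single replicates reaches that level; inconclusive = some that reach 60%, reason not given; inactive = mean inhibition across replicates below 60%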; note: values of inactives mirror those of a sister screen read the other way
CaV13 FRET inh: Primary screen for inhibitors of IQ motif and Ca2+-dependent inactivation inhibitor domain binding in CACNA1D, Förster resonance energy transfer in living cells, … | 340,000 tested, 0.098% active | HEK cells, CFP/YFP FRET ICDI-IQ, plate reader, 10 min; percent FRET-ratio fall versus neutral wells | inhibition, % at 12.3 µM;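 active = mean replicate inhibition of at least 30% and at least 1% of replicates passing that level; inconclusive = only one of the two criteria is met; inactive = neither criterion is met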;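 note: 0% = median of the neutral control wells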
HIF-2a block: blocks HIF-2a reporter activity | 360,000 tested, 0.72% active | inhibition, % at 18.8 µM | 786-0 RCC cells HIF-2a reporter, luciferase luminescence, overnight;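 active = inhibition of the luminescence signal of 40% or more relative to plate controls, in a single-dose primary screen at 18.75 µM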
PDI inh: PDI (human) enzyme inhibition | P07237 | PDI insulin aggregation turbidity, A650, 90 min | inhibition, % at 10 µM | 350,000 tested, 0.052% active | AID 588391;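 active = mean inhibition across replicates of 30% or more, whatever share of single replicates reach that level; inconclusive = mean inhibition below 30% while every single replicate reaches 30%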;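 note: absorbance from insulin aggregation driven by PDI reduction with DTT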
Target sequence (P07237 whole entry, looked up): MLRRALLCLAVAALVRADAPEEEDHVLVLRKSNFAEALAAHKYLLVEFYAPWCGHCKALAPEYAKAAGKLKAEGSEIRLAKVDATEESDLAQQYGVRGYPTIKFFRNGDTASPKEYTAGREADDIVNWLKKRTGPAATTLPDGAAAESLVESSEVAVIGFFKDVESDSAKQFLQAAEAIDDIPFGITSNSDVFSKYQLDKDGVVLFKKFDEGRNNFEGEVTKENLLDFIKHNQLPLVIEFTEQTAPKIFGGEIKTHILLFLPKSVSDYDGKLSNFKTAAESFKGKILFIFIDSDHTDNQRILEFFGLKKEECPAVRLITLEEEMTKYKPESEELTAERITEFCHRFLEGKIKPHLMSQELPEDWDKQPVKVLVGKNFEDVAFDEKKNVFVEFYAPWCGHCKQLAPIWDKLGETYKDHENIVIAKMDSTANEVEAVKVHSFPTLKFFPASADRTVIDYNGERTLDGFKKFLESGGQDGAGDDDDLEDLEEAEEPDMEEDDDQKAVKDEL
NR2E3 ag-2: human photoreceptor-specific nuclear receptor agonism; Q9Y5X4; inhibition of corepressor binding, % at 3.98 µM; AID 602229; 360,000 tested, 0.35% active; CHO-S Gal4-NCOR/VP16-NR2E3 two-hybrid, luciferase;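 active = inhibition above the mean of all tested compounds plus 3 SD, cut at about 70% in these data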;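 note: 0% = DMSO with NR2E3 transfected cells and 100% = cells lacking NR2E3 construct; higher means lower luciferase signal from less NR2E3 corepressor binding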
Exocytosis inh: lytic granule exocytosis inhibition; TALL-104 LAMP-1 surface exposure, flow cytometry; cells stimulated with thapsigargin and PMA; inhibition, % at 10 µM; 360,000 tested, 0.66% active;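 active = inhibition above about 55%, limit read from the data; inconclusive = no clear call, values can overlap the other calls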
Peg3 prom inh: inhibitors of Peg3 promoter; inhibition, % at 20 µM; HeLa PEG-Prom luciferase reporter, luminescence, overnight; AID 588405; 360,000 tested, 1.7% active;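 active = inhibition of at least 50% at 20 µM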
Vif imaging: inhibitors of HIV Vif. HEK293T cells, Vif self-association by quenched fluorescence, imaging, 24 h. inhibition, % at 7.49 µM. 340,000 tested, 0.35% active. AID 602346; in the data active = inhibition above about 50%, passing the limit was not always enough; inconclusive = no clear call, values can overlap the other calls; inactive = below about 31%; note: some results filed as inactive read as strong as hits
aDG glyco act: alpha-DG glycosylation activation; Pro5-aDG cells, alpha-DG glycosylation AlphaScreen (IIH6); 0% Pro5, 100% B10-LARGE cell signal; activation, % at 10 µM; 360,000 tested, 0.22% active; AID 624168;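 active = activation of at least 8% versus controls, or a plate z-score of at least 8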;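 note: Pro5 are CHO cells carrying HIG-tagged alpha-DG that lacks glycosylation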
An asterisk follows results filed as active; ? = inconclusive; / = not tested or not shown. No enrichment for hits; about 3.5% have a hit in one of these screens.

SMILES	iPSC survival up	NR2E3 ag-1	TRPM1 prom inh	CaV13 FRET inh	HIF-2a block	PDI inh	NR2E3 ag-2	Exocytosis inh	Peg3 prom inh	Vif imaging	aDG glyco act
O=C1N/C(=C/c2cccn2-c2ccccc2)C(=O)N1Cc1ccc(F)cc1	0.1	0.9	15.9	-5.9	8.1	-3.9	-28.6	3.5	12.1	-5.6	-0.3
O=C(O)C1C2CCC(O2)C1C(=O)Nc1cnn(Cc2ccccc2)c1 (stereo unspecified)	-2.0	-3.2	-2.3	-8.0	-9.2	-13.0	0.1	-0.3	-16.3	9.2	0.0
Cc1cccc(-n2cc(CN3CCN(c4ccccn4)CC3)c(-c3cccc(F)c3)n2)c1	1.6	0.3	1.8	-15.1	-24.1	5.5	1.1	-3.9	-13.0	-2.0	-0.4
CC1(C)OC(c2ccccc2)=C/C(=C\C=N\NC(=O)c2ccncc2)O1	-0.1	-0.6	/	-4.5	14.1	1.3	-11.4	-8.8	17.8	-4.4	-0.2
Cc1cccc(OCC(=O)NCC(=O)N/N=C/c2ccc(O)cc2O)c1	-0.4	-0.6	20.0	-2.4	12.3	-1.7	4.5	5.4	48.3	4.2	0.1
CC1CC1c1ccc(/C=C(\C#N)C(=O)Nc2cc(Cl)ccc2Cl)o1 (stereo unspecified)	-1.1	1.0	-5.9	-11.2	-16.0	-8.9	23.2	0.1	-22.0	9.0	-0.6
Cc1noc(C)c1C(=O)OCC(=O)Nc1cccc(F)c1	7.4	/	/	-8.7	-18.1	-1.7	-0.6	-3.0	-9.9	/	0.4
COc1ccc(C(=O)Nc2cc(=O)n(C)c(=O)n2C)cc1OC	0.4	2.6	/	-6.8	19.2	-3.3	-6.5	0.6	15.2	1.9	0.0
N#Cc1c(N)n(CCOC(=O)c2cccc(Br)c2)c2nc3ccccc3nc12	-0.2	-0.4	-4.4	/	11.5	-5.9	-9.7	-1.9	29.9	0.3	0.2
CCCN(CCC)CCCNC(=O)c1cn(CC)c2ccc(S(=O)(=O)N3CCOCC3)cc2c1=O	-0.4	1.4	-2.8	-2.5	10.8	5.6	-3.3	-11.9	10.7	2.9	0.0
O=[N+]([O-])c1ccc(NC(=S)NCCc2ccc(Cl)cc2)cc1	-6.1	1.3	3.6	-4.3	-21.0	-9.5	69.1	6.8	8.1	-21.4	-0.5
C=CS(=O)(=O)N(Cc1ccc(Cl)c(Cl)c1)C[C@@H](O)CO	-1.2	/	-32.1	/	0.8	2.9	52.4	1.4	69.2*	-5.1	0.1
C[C@H](CO)N1C[C@H](C)[C@@H](CN(C)S(=O)(=O)c2ccccc2)Oc2c(NC(=O)c3ccncc3)cccc2C1=O	1.1	/	0.9	-10.8	-2.4	9.2	-11.9	-1.6	6.4	-1.4	-0.1
O=C(NNC(=O)c1ccccc1F)c1cccc(-n2cccc2)c1	0.0	0.1	-44.2	-5.8	-100.3	1.4	-43.7	7.1	-112.8	/	0.5
Cc1ccc(C)c(S(=O)(=O)N2CCN(C(=O)Cc3sc(C)nc3-c3ccc(F)cc3)CC2)c1	-0.3	/	5.2	-5.8	5.1	2.5	38.7	5.7	17.0	-3.4	0.6
Cc1ccc(S(=O)(=O)N2CC(=O)Nc3ccccc32)cc1C	1.3	0.0	6.0	-8.3	19.8	0.3	-15.6	2.0	7.5	-4.9	-0.1
COc1cccc(NC(=O)CCC2CCN(C(=O)Cc3cccc(F)c3)CC2)c1	-0.4	3.6	15.6	-4.2	-1.2	-5.0	-4.8	-3.1	9.4	-9.1	1.0
CCCCN(CC)C(=S)Nc1ccc2nc(N3CCN(C)CC3)cc(C)c2c1	-0.8	0.1	-8.8	-5.9	-28.6	0.5	-11.3	-10.1	-21.8	-2.1	0.1
CCOC(=O)C1=C(C)NC(=O)NC1c1ccc(C)o1 (stereo unspecified)	0.7	0.4	/	-6.2	18.2	16.9	21.3	-6.4	8.8	-5.2	0.0
Cc1c(C(=O)N2CCOCC2)sc(NC(=O)Cc2ccccc2)c1C#N	-0.1	-4.0	-8.7	-6.6	8.8	8.1	-9.8	-0.3	16.0	-2.7	0.0
O=C(c1ccc(COc2ccccc2Br)o1)N1CCN(c2ccccn2)CC1	-2.1	-2.2	2.9	-3.3	4.9	4.3	-20.7	-4.4	-5.5	-13.6	0.4
CC(=O)C1=C(C)OC(N)=C(C#N)C1c1cc2cccc(C)c2nc1Cl (stereo unspecified)	7.3	-0.6	12.3	-8.5	17.6	1.0	-1.9	2.4	8.5	-1.2	0.0
Cc1ccc(OCC(=O)Nc2ccccc2C(N)=O)cc1	-0.6	2.1	-71.2	-4.4	-249.1	0.6	-109.5	10.0	-219.9	0.3	0.1
COCCCNCCCCOc1ccccc1-c1ccccc1	-2.0	-1.3	-10.2	-5.7	18.1	3.0	-1.2	-1.2	16.6	5.7	0.0
O=C1[C@H]2[C@@H](c3ccc(C(F)(F)F)cc3)N[C@]3(CCCN(Cc4ccccc4)C3=O)[C@H]2C(=O)N1Cc1ccccc1	-2.2	/	/	-1.3	4.3	6.1	-23.8	-4.5	10.2	/	0.2
Cc1ccc(NC(=O)Cn2c(=O)c(C)nc3ccccc32)cc1	0.2	0.6	-9.9	-2.4	12.3	0.9	0.4	-15.4	5.0	5.0	-0.2
Cn1c(=O)cc(SCC(=O)N2CCN(c3ccccc3)CC2)c2ccccc21	0.1	-0.4	6.9	-3.9	2.4	0.1	-5.3	1.0	-2.8	2.5	-0.2
O=C(NCc1ccco1)C1CCN(c2nc3ccccc3n2Cc2ccc(F)cc2)CC1	-0.3	2.0	-0.5	-9.5	15.1	-1.5	-31.4	1.6	11.7	/	0.1
C[C@@H]1CN([C@@H](C)CO)C(=O)c2cc(Br)cnc2O[C@H]1CN(C)C(=O)c1ccc2c(c1)OCO2	2.0	/	/	-3.1	12.6	1.8	-4.6	-1.8	4.6	-2.9	-0.1
Cc1cc(C(=O)Cn2nnc3ccccc3c2=O)c(C)n1-c1ccccc1F	-3.6	-2.7	-2.4	/	-54.8	?	24.2	-3.2	-24.6	9.5	0.0
COc1ccc(C)cc1NC(=O)COC(=O)c1c(C)noc1C	-0.2	-0.9	1.1	-5.0	1.8	2.6	-12.7	-2.8	-0.4	/	1.7
O=C(NCc1ccc2c(c1)OCO2)C1CC(=O)N(C2CCCCCCC2)C1 (stereo unspecified)	0.9	2.8	17.2	/	-10.5	1.5	-31.7	1.9	9.7	6.6	0.2
CC1CCN(C(=O)COC(=O)C2CCN(S(=O)(=O)c3ccc(Cl)c(C(F)(F)F)c3)CC2)CC1	0.3	-2.5	-15.6	-5.6	1.0	1.2	-21.8	-0.7	-1.6	-1.0	0.1
CCOC(=O)c1c(NC(=O)c2c(C)noc2C)sc2c1CCCCC2	4.0	1.1	3.1	/	7.0	4.2	1.2	10.8	24.9	-3.9	-0.2
O=C(Nc1cccc(NC(=O)c2c(F)cccc2F)n1)c1c(F)cccc1F	0.2	-2.9	13.1	-6.5	-7.5	-2.4	60.0	-17.5	6.6	-12.0	0.0
COCCNC(=O)c1cccc(OC2CCN(Cc3ccc(F)cc3OC)CC2)c1	0.1	4.0	3.6	-20.6	10.4	4.3	-8.8	2.9	0.8	-3.0	0.0
COc1ccc([N+](=O)[O-])cc1NC(=O)CN(C)S(=O)(=O)c1ccccc1	2.2	4.5	-6.6	-5.3	-1.3	10.8	0.8	-1.8	22.3	3.8	-0.8
NS(=O)(=O)c1ccc(NC(=O)COC(=O)c2cc3ccccc3cc2O)cc1	0.8	0.8	-6.4	-2.5	-12.2	-4.0	-2.8	1.4	-7.6	/	-0.2
COc1ccc(-c2csc3ncnc(Cl)c23)cc1	0.2	1.4	0.4	-2.8	11.8	-2.0	-7.3	-1.3	3.3	7.1	0.3
CCc1ccccc1NC1c2ccccc2C(=O)N1Cc1ccco1 (stereo unspecified)	0.0	1.4	/	-3.1	2.0	/	-17.2	-2.5	2.4	1.5	0.0
CCOCCn1c(SCc2cccc(C)c2)nc2c1c(=O)[nH]c(=O)n2C	-1.2	0.4	/	-4.8	12.2	/	-14.5	-2.8	10.6	27.0	-0.2
COc1cc(OC)c(C(=O)OC(C)C(=O)NCc2ccc3c(c2)OCO3)cc1OC (stereo unspecified)	4.5	/	1.5	-6.8	12.0	-30.2	-4.2	-2.2	4.1	11.7	0.2
COc1ccc(NCc2ccc([N+](=O)[O-])s2)c(OC)c1	-0.6	-3.0	-21.2	-14.1	-76.5	3.9	-5.3	4.6	-78.1	-0.9	0.3
O=C1CCN(Cc2ccccc2)CCN1[C@H](CSc1ccccc1)Cc1ccccc1	-1.6	2.5	-13.0	-4.5	-7.3	5.2	18.8	11.3	10.9	-7.9	0.5
CCc1ccc(/C=N/Nc2ncnc3nc[nH]c23)cc1	-0.5	2.1	-60.2	-3.5	-156.1	-4.0	-77.6	8.8	-188.5	10.5	-0.1
O=C1CSC(c2ccccc2F)N1CCN1CCCCC1 (stereo unspecified)	-0.6	-0.8	13.9	-5.0	15.2	0.8	4.6	-2.4	-2.7	-7.0	-0.2
Cc1nn(-c2ccc(Cl)cc2)c(NC(=O)C(C)C)c(-c2ccccc2)c1=O	-0.7	-6.1	1.2	-4.5	8.5	-1.8	0.8	-4.1	-2.5	-10.1	0.1
CCc1nc2c(OCc3ccc(C(=O)N(C)C)cc3)cccn2c1N(C=O)Cc1ccccc1	2.7	/	/	-5.8	5.0	0.8	29.2	-4.8	8.3	6.1	-0.2
COc1ccc2ncn(-c3ccccc3)c2c1	-1.5	-2.9	-38.3	/	12.2	-2.9	-9.1	-0.1	-3.3	-1.8	0.2
CN(Cc1ccc(F)cc1Cl)S(=O)(=O)c1cccs1	-0.2	-1.4	-1.9	-2.9	-29.3	-16.3	-48.4	-9.7	-37.7	-5.4	0.0
COc1ccc(CNC(=O)COC(=O)c2ccccc2OCC(=O)Nc2ccc(SC(F)F)cc2)cc1	0.2	2.4	16.7	-4.4	8.5	-8.6	-43.6	-1.5	17.7	-2.7	-0.1
COCc1ccc(C(=O)N(C)C2CCCN(Cc3ccccc3F)C2)o1 (stereo unspecified)	-0.4	0.6	3.7	-5.0	17.5	1.7	-4.6	-1.4	19.8	-1.1	-0.2
CCOc1ccc(NC(=S)N2CCC(C(N)=O)CC2)cc1	1.6	-0.6	7.8	-3.0	18.9	5.5	5.6	0.3	1.6	2.1	-0.3

Assay outcomes deposited in PubChem BioAssay by several laboratories.
